# mHTT CaM bind: mutant huntingtin-calmodulin interaction inhibitors – biochemical, AlphaScreen, primary screen. 190,000 compounds, 3.6% hits. inhibition, % at 15 µM. AID 1671202, 2021. AlphaScreen His-mHTT/GST-CaM binding, luminescence. P42858;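 note: 0% = both proteins with DMSO and 100% = one protein alone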
# Pf apPOL inh: Pf-apPOL inhibitors, biochemical, fluorescence. Plasmodium falciparum apicoplast DNA polymerase (apPOL). Recombinant Pf-apPOL, molecular beacon fluorescence, 1.5 h. inhibition, % at 10 µM. 210,000 compounds, 0.25% hits. AID 1794808, 2022
# Numbers without * were called inactive; . = not tested or not shown; & = joins results of further samples. Cut-off read from the data, not from the text of the source: active = inhibition above about 50%; inactive = the rest.
Structure	mHTT CaM bind	Pf apPOL inh
Cc1cccn2c(=O)c3cc(C(=O)NCCc4ccccc4)c(=N)n(Cc4ccco4)c3nc12	38	2
CC1(C)CC(=O)C2=C(C1)N(c1ccccc1)C(N)=C(C#N)C2c1cccnc1 (stereo not drawn)	10	0
Cc1ccc(CSc2nnc(-c3ccco3)n2-c2ccc3c(c2)OCCO3)cc1	.	-1
COc1ccc(NC(=O)N2CCC(CCOc3cccnc3)CC2)cc1	3	-4
CC(C)C(=O)NCCc1csc(C2CCN(C(=O)c3ccc(F)cc3)CC2)n1	10	-2
Fc1ccc(-c2cn3c(n2)Cc2ccccc2C3)cc1	.	-28
Cc1ccc(N2CCN(C(=O)C(C)(C)C)C(C)C2=O)cc1F (stereo not drawn)	6	-3
COc1ccccc1-n1nnc(C(=O)Nc2nc(C)cs2)c1-c1ccccn1	7	-6
C=CCOc1c(Br)cc(Br)cc1/C=C1\NC(=S)NC1=O	-2	.
O=C(O)c1sc2cc([N+](=O)[O-])ccc2c1Cl	1	-26

# Further compounds follow:
Structure	mHTT CaM bind	Pf apPOL inh
Cc1ccc2[nH]c(=O)c(-c3nc(-c4ccc(Cl)c(F)c4)no3)c(O)c2c1	-9	-2
CC(C)c1ccc(NC(=O)CSc2ncnc(N)n2)cc1	.	-6
COC(CNC(=O)c1ccc(CNS(=O)(=O)c2ccc(Cl)cc2)cc1)OC	-5	-5
Cc1ccc(CNC(=O)N2CCCN(C3CCN(CC4CC4)C3=O)CC2)cc1 (stereo not drawn)	7	-4
COc1ccc(C(=O)NCc2cccnc2-c2cccc(C)c2)cc1	-7	0
Cc1noc(COC2CCN(C(=O)c3cnccn3)CC2)n1	-8	-4
CC(=O)N1CCc2cc(Br)cc(S(=O)(=O)Nc3ccc(Cl)cc3)c21	38	-4
CSc1nc2c(c(=O)n(C)c(=O)n2C)n1C	-4	-6
Cn1cnc2ccc([N+](=O)[O-])cc2c1=O	-4	-4
CC1(C(=O)NCc2ccc(F)c(Cl)c2)Oc2cccnc2NC1=O (stereo not drawn)	-4	-6

# Other results follow:
Structure	mHTT CaM bind	Pf apPOL inh
Cc1c(NC(=O)c2ccccc2F)cccc1-c1nc2cc(Cl)ccc2o1	-18	3
COc1cccc2cc(C(=O)OCC(=O)c3ccc(C)cc3)c(=O)oc12	-5	0
CCCCCCOc1ccc(-c2ccc(C#N)cn2)cc1	-29	-1
Cc1nc(Nc2ccc(Cl)cn2)sc1C(=O)N1CCN(C(C)C)CC1	5	-4
O=C(NCc1cccnc1)C1CCN(S(=O)(=O)N2CCC3(CC2)OCCO3)CC1	-2	-17
CCN(C(=O)CCc1ccccc1)c1ccccc1	-13	1
CC1CCN(CC2CCN(S(=O)(=O)c3ccc4[nH]c(=O)oc4c3)CC2)CC1	4	-2
O=c1[nH]c2ccc(S(=O)(=O)NCc3cccnc3)cc2[nH]1	-7&-1	-11&1
O=C(COc1ccc(Br)cc1)Nc1ccccc1C(=O)Nc1ccccc1	-2	-8
CCN1c2cc(C(=O)N3CCN(C4CCCCC4)CC3)ccc2C(=O)N2CCCCC21 (stereo not drawn)	0	-2

# (further entries)
Structure	mHTT CaM bind	Pf apPOL inh
CCOc1ccccc1N(C)C(=O)c1cc2cc3ccc(OC)cc3nc2s1	8	3
COc1ccccc1N1CCN(CCNC(=O)c2ccc3nsnc3c2)CC1	-15	-5
CCCOc1ccc(C2C(=O)N(C3CCCCC3)CC(=O)N2Cc2cccs2)cc1OC (stereo not drawn)	17	-8
Cc1cc(C)c(NC(=O)COc2ccc(C)cc2Br)c(Cl)c1	-5	-5
CCN1c2cc(Cl)ccc2C(=O)NC12CCN(C(=O)Nc1ccc(OC)cc1C)CC2	7	-7
O=C(NCCc1ccc(Cl)cc1)c1cc(F)c(F)cc1Cl	-15	-14
O=C(NC1CCN(C(=O)C2CCCC2)C1)C1CCC1 (stereo not drawn)	6	5
COc1cc(OC)cc(-c2c(Sc3ccccc3)c3cc(-c4ccc(OC)c(F)c4)ccc3n2C)c1	-16	-8
O=C(NCCSc1c(-c2ccccc2)[nH]c2ccccc12)C1CC1	16	7
O=C1c2ccccc2C2N1c1ccccc1S(=O)(=O)N2Cc1ccccc1 (stereo not drawn)	-5	.

# Following part:
Structure	mHTT CaM bind	Pf apPOL inh
CCC(=O)N(C)CC(=O)N1N=C(c2cccs2)CC1c1ccccc1 (stereo not drawn)	7	-6
Cc1ccc(C(=O)N2CCc3sc(C(=O)NCc4ccccc4)cc3C2)cc1	3	-4
COc1ccc(-c2coc3c4c(ccc3c2=O)OCN(C2CCCC2)C4)cc1OC	0	-14
C=CCNC(=O)C(=O)Nc1cccc(Cl)c1	-2	0
CCN(CC)C(=O)Oc1ccc2c(c1C)OC(=Cc1ccc(OC)c(OC)c1)C2=O	-11	0
O=C(NC1CC2CC1CN2S(=O)(=O)c1ccc2c(c1)CCC2)c1ccccc1 (stereo not drawn)	1	-1
Cn1c(=O)c2c(nc3n(Cc4ccccc4)c(-c4cccs4)cn23)n(C)c1=O	27	1
CC(=O)N1CCN(c2nc(CC(C)C)nc(C)c2Cc2ccccc2F)CC1	3	0
CC(=O)N1CCc2cc(Br)cc(S(=O)(=O)CCC(=O)N3CCc4ccccc43)c21	-1	-6
Cc1cc(C2CCCN2C(=O)c2cccc(F)c2)no1 (stereo not drawn)	-4	0

# Continuation.
Structure	mHTT CaM bind	Pf apPOL inh
Cc1c(Cl)cccc1NC(=O)C1CCN(c2nccnc2Oc2ccccc2)CC1	3	1
COC(=O)COc1ccc2c(C)c(-c3cc(OC)ccc3OC)c(=O)oc2c1	8	-6
O=C(COc1ccccc1Cl)Nc1ccc(NC(=O)c2ccc(Cl)cc2Cl)cc1	3	-2
Cc1ccc(S(=O)(=O)NCC2OCCc3ccccc32)cc1 (stereo not drawn)	0	4
C[C@@H](CN1CCC(Cc2ccccc2)CC1)[C@@H](O)c1ccc(O)cc1	.	7
CC(Oc1ccccc1)c1nnc(NC(=O)Nc2ccccc2)s1 (stereo not drawn)	-1	3
CCC(CC)C(=O)Nc1c2c(nn1-c1cccc(Cl)c1)CS(=O)C2 (stereo not drawn)	-5	-3
N#C/C(=C\c1ccc(-c2ccccc2[N+](=O)[O-])o1)C(=O)Nc1ccccc1C(=O)O	29	1
CCOc1ccc(/C=C2\N=C(c3cc(F)c(F)cc3Cl)OC2=O)cc1	7	8
COc1ccc(C2CC(c3ccc(C)cc3)Nc3nc(N)nn32)cc1OC (stereo not drawn)	8	-9

# Other results:
Structure	mHTT CaM bind	Pf apPOL inh
O=C(Nc1ccc(-c2nc3ccccc3c(=O)o2)cc1)c1ccccc1Br	-7	-2
CCCCOc1ccc(CN2CCC(N(C)C)C(CO)C2)cc1 (stereo not drawn)	1	-3
Cc1cc(C)c2c(n1)sc1c(=O)n(Cc3ccc([N+](=O)[O-])cc3)cnc12	.	0
CS(=O)(=O)NC1CC2CC1N(C(=O)Cc1c(F)cccc1Cl)C2 (stereo not drawn)	-2	-5
COCCN=C1Nc2ccccc2CNC12CCN(C(=O)Nc1ccc(Cl)cc1F)C2 (stereo not drawn)	19	-2
Cc1[nH]c2ccc(Br)cc2c(=O)c1CN(C)C	-2	-3
CSc1ccc(CN2CCOCC2)cc1	-3	-5
CC(C)CCNC(=O)CN1CCN(C(=O)Nc2ccc(Br)cc2)CC1=O	-14	-8
Cc1ccc(N(CC(=O)Nc2cccc(F)c2)S(C)(=O)=O)c(C)c1	2	0
COc1ccc(-n2nc3c(c2NC(=O)c2cccc(Br)c2)CSC3)cc1	45	100*

# (continued)
Structure	mHTT CaM bind	Pf apPOL inh
CCC(=O)Nc1ccccc1C(=O)N1CCN(Cc2ccccc2)CC1	-2	-1
C=CCOc1ccc(/C=C2/C(=O)N(c3ccc(Cl)c(Cl)c3)N=C2C)cc1OC	6	-4
CCc1ccccc1NC(=O)C1CCN(c2nnc(-c3ccc(OC)cc3)o2)CC1	6	0
O=C(CC(c1ccccc1)c1ccccc1)N1CCN(c2ccccn2)CC1	18	-4
CCC(C)c1ccccc1OCC(O)CN(C)C1CCCCC1 (stereo not drawn)	8	-11
COc1cc2c(cc1OC)C(C(=O)N1CCCC(C)C1)C(c1ccc(SC)cc1)N(C)C2=O (stereo not drawn)	15	-6
Cc1ccc(CNC(=O)c2ccc(-c3cncnc3)nc2)cc1C	-5	0
COCc1[nH]nc2c1C(c1cc(OC)ccc1OC)C(C#N)=C(N)O2 (stereo not drawn)	-4	-5
COc1ccc(-n2nc(C(=O)Nc3nc4ccccc4s3)c3ccccc3c2=O)c(OC)c1	4	-3
CCN1CCN(CC2CCN(S(=O)(=O)c3ccc(C#N)cc3)CC2)CC1	-4	-4

# Going on with the list:
Structure	mHTT CaM bind	Pf apPOL inh
COC(=O)[C@H](CC(C)C)NS(=O)(=O)NC(=O)OC(C)(C)C	-5	-1
O=C(NCc1ccc(F)cc1)c1ccc2ncnc(N3CCCC3)c2c1	44	13
Cc1noc(-c2ccc(C(C)(C)C)cc2)c1C(=O)NCc1cccnc1	20	-6
COc1ccc(/C=C/c2nc3ccccc3c(=O)[nH]2)cc1	0	2
C=CCNC(=O)CSc1nnnn1-c1ccccc1F	-5	2
CCOC(=O)c1c(C)c(C#N)c(N)n1-c1ccc(C)cc1	.	3&-4
COc1ccc(C(=O)N2CCN(C(=O)C(c3ccccc3)c3ccccc3)CC2)cc1	14	-7
Cc1cc(C)cc(NC(=O)Cn2cnc(C)c(C)c2=O)c1	5	-3
Cc1nc2ccccc2n1C(=O)c1ccccc1[N+](=O)[O-]	3	0
O=C1NC(c2cccs2)C(C(=O)c2cccs2)=C1O (stereo not drawn)	6	.

# A run of entries taken from the entries so far:
Structure	mHTT CaM bind	Pf apPOL inh
CCC(C)c1ccccc1OCC(O)CN(C)C1CCCCC1 (stereo not drawn)	8	-11
COc1cc2c(cc1OC)C(C(=O)N1CCCC(C)C1)C(c1ccc(SC)cc1)N(C)C2=O (stereo not drawn)	15	-6
Cc1ccc(CNC(=O)c2ccc(-c3cncnc3)nc2)cc1C	-5	0
COCc1[nH]nc2c1C(c1cc(OC)ccc1OC)C(C#N)=C(N)O2 (stereo not drawn)	-4	-5
COc1ccc(-n2nc(C(=O)Nc3nc4ccccc4s3)c3ccccc3c2=O)c(OC)c1	4	-3
CCN1CCN(CC2CCN(S(=O)(=O)c3ccc(C#N)cc3)CC2)CC1	-4	-4
COC(=O)[C@H](CC(C)C)NS(=O)(=O)NC(=O)OC(C)(C)C	-5	-1
O=C(NCc1ccc(F)cc1)c1ccc2ncnc(N3CCCC3)c2c1	44	13
Cc1noc(-c2ccc(C(C)(C)C)cc2)c1C(=O)NCc1cccnc1	20	-6
COc1ccc(/C=C/c2nc3ccccc3c(=O)[nH]2)cc1	0	2
C=CCNC(=O)CSc1nnnn1-c1ccccc1F	-5	2
CCOC(=O)c1c(C)c(C#N)c(N)n1-c1ccc(C)cc1	.	3&-4
COc1ccc(C(=O)N2CCN(C(=O)C(c3ccccc3)c3ccccc3)CC2)cc1	14	-7
Cc1cc(C)cc(NC(=O)Cn2cnc(C)c(C)c2=O)c1	5	-3

# The results go on.
Structure	mHTT CaM bind	Pf apPOL inh
O=C(c1ccc(F)c(F)c1)N1CC(C(=O)N2CCc3ccccc3C2)C1	-1	-2
O=C(O)c1ccc(-c2cccs2)cc1	.	-9
CCOC(=O)c1c(C)oc2c(Br)cc3oc(=O)c(C(=O)CC)cc3c12	0	-2
CC1=NN(c2ccccc2)C(=O)C1C1c2ccccc2Oc2ccccc21 (stereo not drawn)	4	-8
O=C(NC1CCCC1)c1c[nH]c2ccc(S(=O)(=O)Nc3ccccc3F)cc2c1=O	3	-2
[N-]=[N+]=N[C@@H](CCN1CC[C@H](O)CCC1=O)c1ccccc1	1	-5
CCCc1nc(-c2c(C)cc(C)nc2NC(=O)c2cccc(C)c2)no1	-1	-4
CCOc1cc(C(=O)Nc2cccc(-c3nc4ncccc4o3)c2)cc(OCC)c1OCC	-3	-3
Cc1cccc(N2C=C(C#N)S(=O)(=O)c3c(F)cccc32)c1	-5	1
COc1cccc(C(=O)Nc2cnc(N3CCCCC3)nc2)c1	2	1

# Later entries.
Structure	mHTT CaM bind	Pf apPOL inh
O=C(O)c1ccc(NS(=O)(=O)c2cc(Cl)c(Cl)cc2Cl)cc1	-12	-11
O=C(NCc1nc2ccccc2[nH]1)c1nc(-c2cnccn2)no1	-11	3
COC(=O)c1ccccc1OC(=O)C1OC2OC(C)(C)OC2C2OC(C)(C)OC12 (stereo not drawn)	-6	1
Cc1ccccc1-n1nc2c(c1NC(=O)C1(c3ccc(Cl)cc3)CCCC1)CS(=O)C2 (stereo not drawn)	21	-58
O=C(O)c1cccc(NCN2C(=O)c3cccc([N+](=O)[O-])c3C2=O)c1	-1	1
CCCCOc1ccc(CC/C=C2\SC(=O)N(CCN)C2=O)cc1	.	-5
Cc1nc(-c2c(C(F)(F)F)oc3cc(O)cc(C)c3c2=O)cs1	2	5
Oc1cccc(-c2sc3ccccc3c2-c2ccc(OCCN3CCCCC3)cc2)c1	-8	-4
COc1ccc(OC)c(NC(=O)C2CCCN(S(=O)(=O)c3c(C)[nH]c(=O)[nH]c3=O)C2)c1 (stereo not drawn)	-1	-6
COc1ccc(S(=O)(=O)N2CCc3nc(NC(=O)c4cccc(C)c4)sc3C2)cc1	4	-2
COc1cc(C=O)ccc1OCc1ccc(Cl)cc1Cl	-2	-2
CCC(C)n1c(=N)c(S(=O)(=O)c2ccc(C)cc2)cc2c(=O)n3cccc(C)c3nc21 (stereo not drawn)	4	-5
Cc1cc(N2CCN(C)CC2)nc2ccc(NC(=O)c3ccc([N+](=O)[O-])cc3Cl)cc12	26	-10
